Screening results deposited in PubChem BioAssay by The Scripps Research Institute Molecular Screening Center.
CHRM1 antagonist = human CHRM1 antagonism; P11229; 360,000 tested, 1.3% active; CHO-K1 hM1, Fluo-8 calcium fluorescence, ACh EC80 antagonist; inhibition, % at 3 µM;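 active = percent inhibition above its own plate's cutoff, namely the mean of that plate's compound wells plus 3 SD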;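 also: peak over basal fluorescence ratio during 140 s after agonist addition; 0% = ACh EC80 plus DMSO and 100% = DMSO alone without agonist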
Target sequence (P11229 whole entry, looked up): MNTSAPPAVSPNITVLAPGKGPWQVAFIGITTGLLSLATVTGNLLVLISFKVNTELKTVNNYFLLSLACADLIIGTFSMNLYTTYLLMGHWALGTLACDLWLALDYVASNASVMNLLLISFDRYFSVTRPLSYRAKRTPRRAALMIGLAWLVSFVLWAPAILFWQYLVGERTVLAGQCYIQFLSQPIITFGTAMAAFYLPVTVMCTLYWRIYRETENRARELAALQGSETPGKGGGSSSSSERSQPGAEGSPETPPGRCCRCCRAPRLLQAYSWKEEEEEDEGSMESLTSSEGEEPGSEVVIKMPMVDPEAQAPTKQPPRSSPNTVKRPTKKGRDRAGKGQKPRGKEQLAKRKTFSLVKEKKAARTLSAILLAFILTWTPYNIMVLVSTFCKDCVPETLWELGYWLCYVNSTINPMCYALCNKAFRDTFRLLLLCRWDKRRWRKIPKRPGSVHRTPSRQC
M1 PAM = positive allosteric modulators of human M1 muscarinic receptor; 360,000 tested, 0.088% active; activation, % at 3 µM; CHO-K1 hM1, Fluo-8 calcium fluorescence, ACh EC20; 0% = ACh EC20, 100% = maximal ACh; P11229; in the data active = activation above about 19%, passing the limit was not always enough
CHO-K1 Ca PAM = counter-screen for M1 PAMs: effect in parental CHO-K1 cells | ATP EC20, Fluo-8 calcium fluorescence; 0% at ATP EC20, 100% at ATP max | activation, % at 3 µM | AID 602247 | 360,000 tested, 0.02% active;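 active = activation above the run cutoff, the mean activation of all test compounds plus 3 SD, cut at about 40% in these data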;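 also: peak over basal fluorescence ratio in a 140 s read after ATP addition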
CHO parental Ca = counter-screen for OX1R antagonists: effect in parental CHO cells. parental CHO-K1, ATP-induced calcium, Fluo-8 fluorescence. inhibition, % at 5.6 µM. 330,000 tested, 0.63% active;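 active = inhibition above that plate's mean sample inhibition plus 3 SD, cut at about 26% in these data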;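 also: 0% = ATP-challenged DMSO wells and 100% = DMSO wells without ATP; some compounds past the cut are filed as inactive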
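Test system: untransfected parental CHO cell line; also added: ATP stimulus; dosing: 5.6 µM, single dose; signal: calcium-sensitive Fluo-8 fluorescence; measure: percent inhibition of ATP-evoked calcium rise, normalized to controls; benchmarks: low control ATP plus DMSO, high control DMSO only; replication: one well per compound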
M1 ag = agonists of human M1 muscarinic receptor; activation, % at 3 µM; CHO-K1 hM1, Fluo-8 calcium fluorescence, agonist mode; 0% DMSO, 100% acetylcholine EC100; P11229; AID 588814; 360,000 tested, 0.33% active;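 active = activation above the run's mean compound activation plus 3 SD, cut at about 16% in these data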;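 also: peak over basal fluorescence ratio within a 140 s kinetic read after compound addition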
TAAR1 antag = human TAAR1 antagonism. 360,000 tested, 1.5% active. inhibition, % at 3 µM. Q96RJ0. AID 624466. CHO RD-HGA16 TAAR1, Fluo-8 calcium fluorescence, antagonist;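 active = inhibition above a per-plate cutoff, the mean inhibition of test compounds on that plate plus 3 SD, cut at about 49% in these data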;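 also: 0% = DMSO plus EC80 beta-PEA response and 100% = DMSO alone without agonist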
Target sequence (Q96RJ0 whole entry, looked up): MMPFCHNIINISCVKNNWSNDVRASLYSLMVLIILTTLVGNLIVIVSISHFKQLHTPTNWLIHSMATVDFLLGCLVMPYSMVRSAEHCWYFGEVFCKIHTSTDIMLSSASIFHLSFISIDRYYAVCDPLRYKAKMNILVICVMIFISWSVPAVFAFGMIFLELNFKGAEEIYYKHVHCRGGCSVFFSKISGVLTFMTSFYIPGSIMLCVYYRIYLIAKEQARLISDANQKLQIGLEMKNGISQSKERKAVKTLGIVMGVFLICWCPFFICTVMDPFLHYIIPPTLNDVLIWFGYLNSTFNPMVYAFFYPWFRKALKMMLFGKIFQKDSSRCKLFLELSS
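Test system – hTAAR1-expressing CHO RD-HGA16 cells, Gα16-coupled · Also added – β-PEA at EC80 concentration, post-compound challenge · Compound – 3 µM, single point · Incubation – dye loading 75 min at 37 °C, then 30 min room temperature · Measured by – Fluo-8 intracellular calcium dye fluorescence, real-time kinetic reads · Benchmarks – vehicle and agonist controls · Replicates – singlicate, one well per test compound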
CHO-K1 Ca antag = counter-screen for M1 antagonists: effect in parental CHO-K1 cells | ATP-induced calcium, Fluo-8 fluorescence | inhibition, % at 3 µM | 360,000 tested, 0.6% active;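 active = inhibition above a per-plate cutoff, the plate's mean sample inhibition plus 3 SD, cut at about 24% in these data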;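 also: 0% = DMSO plus EC80 ATP and 100% = DMSO alone without ATP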
TAAR1 ag = human TAAR1 agonism. Q96RJ0. CHO RD-HGA16 TAAR1, Fluo-8 calcium fluorescence; vehicle wells 0%, saturating PEA agonist 100%. activation, % at 3 µM. 360,000 tested, 0.99% active;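 active = activation above the mean activation of all test compounds in the run plus 3 SD, cut at about 38% in these data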
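Assay system – CHO-derived RD-HGA16 cells with stable Gα16 and human TAAR1 · Compound dosing – one-point dosing at 3 µM (nominal) · Incubation – 17-24 h seeding, 75 min 37 °C dye, 30 min RT · Measured by – kinetic Fluo-8 calcium fluorescence · Control set – DMSO vehicle as 0%, PEA at EC100 as 100% · Repeats – single well for each compound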
M1 ag parental = nonselective activator or artifact in parental CHO-K1 cells; Fluo-8 calcium fluorescence; scaled to maximal ATP response, vehicle zero; activation, % at 3 µM; 360,000 tested, 0.48% active; AID 602248; in the data active = activation above about 15%;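 also: untransfected CHO-K1 host cells lacking M1 receptor as counterscreen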
* = called active by the depositor; / = no result given.

SMILES | CHRM1 antagonist | M1 PAM | CHO-K1 Ca PAM | CHO parental Ca | M1 ag | TAAR1 antag | CHO-K1 Ca antag | TAAR1 ag | M1 ag parental
CCCCCC1(C(=O)OCC)CC(CSC(=N)N)OC1=O (stereo not given) | -9 | 7 | 21 | -17 | -10 | 1 | -9 | 6 | 0.6
NC(=O)C1CCN(CC(=O)N2c3ccccc3CCc3ccccc32)CC1 | -3 | 0 | 8 | -3 | -3 | -10 | -12 | 6 | 0.0
Cc1c(OCC(=O)N2CCC(C(N)=O)CC2)ccc2c1oc(=O)c1ccccc12 | -16 | 9 | 10 | -3 | -2 | 3 | 3 | 2 | -0.2
Cc1cs/c(=N/C(=S)Nc2ccccc2)n1C | -2 | 5 | 8 | -16 | -12 | 2 | -3 | 3 | 0.3
CCc1ccc(OC2(C)CCN(Cc3ccc(SC)cc3)C2)cc1 (stereo not given) | -5 | -6 | 13 | / | -9 | -12 | -12 | 3 | -0.4
Cc1cccc(C)c1NC(=O)COC(=O)COc1ccc2c(C)cc(=O)oc2c1 | -12 | 13 | 25 | -11 | 0 | -9 | -8 | 1 | 0.8
COc1ccc(Cl)cc1S(=O)(=O)N1CCC(C(=O)NC2CCCC2)CC1 | -7 | 2 | -8 | -5 | 0 | -1 | 2 | 2 | 2.6
CCCS(=O)(=O)c1nc(S(=O)(=O)c2ccc(C)cc2)c(NCc2ccc3c(c2)OCO3)s1 | 0 | 6 | 19 | -13 | -6 | 6 | -8 | 3 | -0.1
CC1=NN(c2nc(-c3ccc(C)cc3)cs2)C(=O)C1N=Nc1ccc(C(N)=O)cc1 (stereo not given) | 4 | 0 | 12 | 1 | -7 | 24 | -3 | 5 | 3.6
Nn1c(SCC(=O)NC2CCCC2)nnc1-c1ccccc1F | -25 | 2 | 13 | -4 | -2 | 3 | -3 | 8 | -0.2
CC(C)C(=O)OCc1cn(-c2ccc(Cl)c(Cl)c2)nn1 | 8 | -2 | -17 | -7 | -4 | -3 | 8 | 15 | 0.1
COc1ccc(-c2nc(=S)c3c([nH]2)Oc2ccc(C)cc2C3)cc1O | -14 | 6 | -10 | -3 | 1 | -6 | 3 | 0 | -0.5
Cc1ccc(C2(C)NC(=O)N(CC(=O)NCc3ccccc3Cl)C2=O)cc1 (stereo not given) | -22 | 12 | 2 | -9 | -5 | -5 | -15 | 0 | 0.9
COc1cc(C(C)=O)ccc1OC(=O)C(C)N1C(=O)c2ccccc2C1=O (stereo not given) | -9 | 4 | 9 | -10 | -2 | -8 | -20 | 12 | 2.8
CC(C)(C)C(=O)Nc1nc2ccc(S(C)(=O)=O)cc2s1 | 4 | 1 | 10 | 3 | -5 | 3 | -9 | 0 | 0.6
Cc1ccccc1S(=O)(=O)Cc1ccc(C(=O)NCCN2CCCCC2C)o1 (stereo not given) | -8 | -2 | 6 | -6 | -6 | 9 | -5 | 9 | -0.4
Cc1ccc(-c2noc(=O)n2CC(=O)c2ccc(Cl)cc2)cc1 | 18 | -7 | 21 | -13 | -5 | -5 | -16 | 0 | 2.0
CC(C)C(=O)Nc1c2c(nc3c1CCC3)CCCC2 | -19 | 14 | 1 | -1 | -2 | 1 | 1 | -3 | -0.4
CCOC(=O)C1=CCN(S(=O)(=O)c2ccccc2Cl)C1c1ccc(Cl)c(Cl)c1 (stereo not given) | 14 | -12 | 7 | / | -6 | 16 | 8 | -1 | 0.9
S=c1[nH]nc(CN2CCCCC2)n1-c1ccc(Cl)cc1 | 4 | 0 | 5 | -16 | -2 | -6 | -15 | 4 | 4.5
CC1CCCCN1C(=O)COC(=O)c1cc([N+](=O)[O-])ccc1N (stereo not given) | -7 | 9 | 5 | -18 | -2 | -10 | -12 | 1 | 1.6
O=C(O)c1ccccc1-c1ccccc1C(=O)Nc1nc2ccccc2s1 | -4 | 1 | 13 | -13 | -5 | -17 | -16 | 3 | 0.5
CCC(C)NC(=O)C1c2ccccc2C(=O)N1Cc1cc(OC)ccc1OC (stereo not given) | -5 | 13 | 8 | -5 | -2 | -2 | 1 | 4 | 0.1
CC(C)n1cc(CN2CCCC(C(=O)Nc3ccccc3Oc3cccnc3)C2)cn1 (stereo not given) | -9 | 5 | 2 | -14 | -6 | -13 | 1 | 1 | 0.5
CSc1ccc(S(=O)(=O)Nc2c(C)n(C)n(-c3ccccc3)c2=O)cc1 | -5 | 3 | 3 | -4 | -4 | -2 | 7 | 4 | 15
CCc1ccc(-n2c(C)nc3cc(C(=O)NCc4cccnc4)ccc32)cc1 | 0 | 2 | 5 | -17 | -3 | 7 | -15 | -2 | 2.0
CCN(CCCNC(=O)CN1C(=O)COc2ccc(S(=O)(=O)N3CCC(C)CC3)cc21)Cc1ccccc1 | -8 | 12 | 0 | -20 | -6 | -8 | 5 | 2 | -1.4
COc1cccc(OC)c1C(=O)OCC(=O)N(C)c1ccccc1 | -15 | 11 | 10 | -12 | -1 | -17 | -11 | 5 | 1.1
CC(C)(C)c1ccc(OCC(=O)Nc2ccc(-c3nc4cccnc4o3)cc2)cc1 | 6 | -3 | 14 | -21 | -3 | 9 | -12 | 2 | 0.9
CSc1nc(C)cc(Oc2ccc(=O)[nH]n2)n1 | 0 | 6 | 23 | -3 | -6 | 6 | -11 | 8 | 0.6
CCN1CCN(c2ccc([N+](=O)[O-])cc2S(=O)(=O)N2CCOCC2)CC1 | -11 | 5 | 4 | -11 | -14 | -25 | 4 | 4 | 0.5
O=C(COC(=O)c1ncc(Cl)c(Cl)c1Cl)NCCc1ccccc1 | -6 | 5 | -18 | -13 | -5 | -17 | 12 | 5 | -0.7
COCCN1C(=O)N[C@@H](c2ccco2)C(C(C)=O)=C1C | -2 | -1 | 4 | -3 | -3 | -2 | -1 | 15 | 0.3
C=CCCCCc1nc2ccccc2c(=O)n1N | 5 | 0 | 1 | -7 | -1 | 5 | 1 | -1 | 0.5
O=C(NCCC1=CCCCC1)C1CCN(C(=O)Cc2ccccc2)CC1 | 6 | 7 | -8 | -14 | -1 | -15 | -23 | 8 | 0.6
CCN(CC)S(=O)(=O)c1cc(NC(=O)C2=COCCO2)ccc1Cl | -17 | 16 | 13 | -16 | -1 | -23 | -8 | 1 | 1.5
Nc1ccccc1SC1CC(=O)N(c2ccc3c(c2)OCO3)C1=O (stereo not given) | -6 | 2 | 14 | -15 | -3 | 3 | -2 | 4 | 4.5
CCC(CC)C(=O)N1c2ccc(F)cc2CCC1C (stereo not given) | -29 | 8 | 7 | -2 | -2 | 27 | 0 | 4 | 0.1
CC(C)N(C)C(=O)C(=O)c1cccn1-c1cccc(Cl)c1C#N | 0 | 3 | -7 | -1 | -3 | 7 | 3 | 0 | 0.1
O=C(Nc1ccc(N2CCCC2)cc1)c1cccc(-c2cc3ccccc3oc2=O)c1 | -9 | 5 | 18 | -10 | -7 | -11 | -6 | 4 | 0.3
COc1ccc(N2CCN(C(=O)COC(=O)COc3ccc(C#N)cc3)CC2)cc1 | -6 | 6 | 25 | -9 | -2 | -15 | -5 | 1 | 0.6
Cc1ccccc1-c1nnn(CC(=O)NCc2ccc3c(c2)OCO3)n1 | -10 | 13 | 13 | -11 | -5 | -9 | 0 | 2 | 0.8
CNC(=O)CN(CCc1ccccc1)S(=O)(=O)c1ccc(OC)cc1 | -4 | 5 | 16 | -14 | -3 | 4 | -11 | 0 | 1.1
COc1cc(OC)c(C(=O)O/N=C(\N)c2cccc(C)c2)cc1OC | 0 | 3 | 11 | -26 | -6 | 0 | -3 | 0 | 0.4
CCc1cc2c(-c3ccccc3)cc(=O)oc2cc1OCC(C)=O | -4 | -4 | -5 | -14 | -3 | 25 | -3 | -1 | -0.2
O=C(c1cccn(Cc2ccc(C(F)(F)F)cc2)c1=O)N1CCOCC1 | 14 | -6 | -8 | -7 | -11 | 11 | 2 | 5 | 0.6
COc1ccc(-c2nn(-c3ccccc3)cc2C(N)=O)cc1OC | -21 | 17 | 21 | 1 | 0 | -3 | -8 | 1 | 0.5
CC(C)C(=O)NC(C)C(c1cccs1)N1CCN(c2ccccc2)CC1 (stereo not given) | -1 | 8 | -10 | -6 | -2 | -15 | 12 | 11 | -0.4
Nc1nnc(CCOc2ccccc2Cl)s1 | 3 | 3 | 10 | -1 | -1 | -2 | 2 | 1 | 0.1
O=c1cc(CN2CCN(c3ccccn3)CC2)nc2sccn12 | -8 | 8 | 11 | -6 | -11 | 8 | -7 | 0 | 1.6
Next records
SMILES | CHRM1 antagonist | M1 PAM | CHO-K1 Ca PAM | CHO parental Ca | M1 ag | TAAR1 antag | CHO-K1 Ca antag | TAAR1 ag | M1 ag parental
CCc1cc(=O)oc2cc(OCC=C(C)C)ccc12 | 3 | -5 | 23 | -18 | -7 | -26 | -6 | 5 | 14
COc1cccc(Nc2nc(C)cc(C)c2C(N)=O)c1 | -3 | 2 | -1 | 13 | -2 | 3 | -6 | 2 | 0.1
O=C(CSc1ncn[nH]1)NN(c1ccccc1)c1ccccc1 | -11 | 11 | 26 | -3 | -7 | 3 | -1 | 1 | 0.2
O=[N+]([O-])c1ccc2c(c1)nc1n2CCN(C2CCCCC2)C1 | -8 | 6 | 9 | -13 | -5 | -12 | -6 | 3 | 14
CCOc1cccc(C(=O)Nc2cccc(-c3nnc(-c4ccc(C)cc4)o3)c2)c1 | -4 | -1 | -5 | -2 | -3 | -13 | -8 | 10 | 1.8
O=C(c1ccc2ccccc2c1)N1CCc2ccccc21 | -14 | 10 | 15 | -24 | -7 | 4 | -9 | -4 | -1.7
CCCCCOC(=O)C(C)c1c(C)[nH]c(=S)[nH]c1=O (stereo not given) | 7 | 3 | 5 | -1 | -3 | -23 | -6 | -1 | 0.2
CC(C)(C)NCC(O)COc1ccccc1C(=O)CCc1ccccc1 (stereo not given) | 1 | 7 | 15 | -19 | -7 | -8 | 6 | 8 | 3.1
COC(=O)NNC(=O)Cc1cccc2ccccc12 | 4 | 3 | -1 | -8 | -6 | -5 | 7 | 4 | 1.0

Reprinted at random: four compounds from above.
SMILES | CHRM1 antagonist | M1 PAM | CHO-K1 Ca PAM | CHO parental Ca | M1 ag | TAAR1 antag | CHO-K1 Ca antag | TAAR1 ag | M1 ag parental
CC(C)(C)NCC(O)COc1ccccc1C(=O)CCc1ccccc1 (stereo not given) | 1 | 7 | 15 | -19 | -7 | -8 | 6 | 8 | 3.1
CCOc1cccc(C(=O)Nc2cccc(-c3nnc(-c4ccc(C)cc4)o3)c2)c1 | -4 | -1 | -5 | -2 | -3 | -13 | -8 | 10 | 1.8
CCc1cc(=O)oc2cc(OCC=C(C)C)ccc12 | 3 | -5 | 23 | -18 | -7 | -26 | -6 | 5 | 14
O=[N+]([O-])c1ccc2c(c1)nc1n2CCN(C2CCCCC2)C1 | -8 | 6 | 9 | -13 | -5 | -12 | -6 | 3 | 14
